Assay outcomes from PubChem BioAssay.
NPC1 prom act: activators of NPC1 promoter | 320,000 tested, 2.4% active | Huh7 NPC1 promoter luciferase reporter, 24 h | Potency, µM (series often up to 9.22 µM), for the others: at the highest dose activation, hits mostly activators | AID 485313;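 further: potency means the concentration at half of the fitted maximal effect; % of control where 0% means no effect; nearly all actives have a fitted effect of over 60% in size; reporter is driven by a mutant NPC1 promoter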
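Luciferase expression driven by the NPC1 promoter was measured in stably transfected Huh7 cells after a 24 h compound incubation, using a luciferase reagent and a luminescence read.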
MBNL1-CUG inh: inhibitors of human MBNL1 binding to CUG repeat RNA. Q9NR56. TR-FRET MBNL1-His/biotin-(CUG)12 binding, 665/545 ratio. Potency, µM (doses to about 57.5 µM), without a hit: at the highest dose activity change, negative = inhibition, most hits filed as inhibitors. 280,000 tested, 0.036% active; active means well fitted inhibition curve with a large enough effect in the signal ratio, with a control signal flat, not every such curve was filed as active; inconclusive means small, poorly fitted or top-dose-only effect, or effect the other way, or a change in a side signal; inactive means no such curve, though single readings can be large or run the other way; the % refers to the signal ratio; further: potency means the concentration at half of the fitted maximal effect; on the % scale 0 is the no-effect control and ±100 the full control effect
Target sequence (Q9NR56 whole entry, looked up): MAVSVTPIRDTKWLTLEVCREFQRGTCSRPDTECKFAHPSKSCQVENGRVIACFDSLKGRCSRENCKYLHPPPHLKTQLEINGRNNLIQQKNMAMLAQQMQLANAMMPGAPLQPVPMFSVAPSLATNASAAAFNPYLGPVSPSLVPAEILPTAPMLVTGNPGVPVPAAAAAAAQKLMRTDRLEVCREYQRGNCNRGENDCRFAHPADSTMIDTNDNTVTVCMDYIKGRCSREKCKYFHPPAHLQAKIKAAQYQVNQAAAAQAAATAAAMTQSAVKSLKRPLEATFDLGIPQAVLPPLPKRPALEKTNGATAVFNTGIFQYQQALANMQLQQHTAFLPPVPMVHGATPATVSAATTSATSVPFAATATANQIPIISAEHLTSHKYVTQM
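TR-FRET readout: Ex 340 nm, 665/545 nm emission ratio, normalized to buffer-only (basal) and MBNL1-(CUG)12 controls. Complex of MBNL1-His with Biotin-(CUG)12, compounds 92 nM–58 uM, incubated 60 min at room temperature.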
Menin-MLL TR inh: menin-MLL binding inhibition, Texas Red mutant peptide; O00255; Menin + Texas Red MLL mutant peptide, fluorescence polarization; Potency, µM (top dose mostly 61.6 µM), inactives show top-dose FP activity change, negative = inhibition, hits mostly inhibitors; 270,000 tested, 0.23% active; AID 1768; active means well fitted inhibition curve with a large enough effect in the polarisation, with a control signal flat, not every such curve was filed as active; inconclusive means small, poorly fitted or top-dose-only effect, or effect the other way, or a change in a side signal; inactive means no such curve, though single readings can be large or run the other way; the % refers to the polarisation; further: potency means the concentration at half of the fitted maximal effect; % of control where 0% means no effect; many of its hits are not listed in these tables
Target sequence (O00255 whole entry, looked up): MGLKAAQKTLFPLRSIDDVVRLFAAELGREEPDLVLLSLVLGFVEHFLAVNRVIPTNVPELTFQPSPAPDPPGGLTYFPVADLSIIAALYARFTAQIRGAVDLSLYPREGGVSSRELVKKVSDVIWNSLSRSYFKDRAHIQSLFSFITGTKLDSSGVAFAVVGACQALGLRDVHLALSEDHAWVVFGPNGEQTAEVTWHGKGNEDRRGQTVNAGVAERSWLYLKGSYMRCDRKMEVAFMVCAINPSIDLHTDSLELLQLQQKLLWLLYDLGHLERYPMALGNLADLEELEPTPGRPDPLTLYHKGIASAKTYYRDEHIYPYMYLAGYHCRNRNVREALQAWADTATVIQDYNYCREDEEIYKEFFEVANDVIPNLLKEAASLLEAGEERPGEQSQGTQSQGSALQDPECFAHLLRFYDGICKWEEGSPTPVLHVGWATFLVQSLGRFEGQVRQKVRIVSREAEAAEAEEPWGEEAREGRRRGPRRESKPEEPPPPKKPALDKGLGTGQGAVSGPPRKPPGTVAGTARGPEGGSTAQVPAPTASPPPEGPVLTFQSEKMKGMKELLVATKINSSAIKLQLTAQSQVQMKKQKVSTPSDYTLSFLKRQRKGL
KCNH2 3.1 block: blocks the human KCNH2 3.1 channel isoform; U2OS KCNH2 3.1, thallium flux FluxOr; hits give low values; activity change, % (tested at about 1.8 µM); 340,000 tested, 0.95% active; AID 720553;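 active means maximum activity change below -70%; inconclusive means maximum activity change from -70% to -50%; inactive means maximum activity change above -50%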;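 further: thallium influx rate constant from kinetic fluorescence after stimulation buffer; on the % scale 0 is the no-effect control and ±100 the full control effect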
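We transduce U2OS cells with the mutant 3.1 virus, culture them overnight, load FluxOr with Red40 quencher for 45 min, then add stimulation buffer and read kinetically for 2 min to derive a normalized rate constant.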
Mito fusion act: mitochondrial division inhibition or fusion activation | S. cerevisiae fusion-defective mutant growth rescue, CellTiterGlo 48 h | Potency, µM (doses to about 46.1 µM), without a hit: at the top dose growth rescue (activation), hits mostly activators | 320,000 tested, 0.23% active;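 further: potency means the concentration at half of the fitted maximal effect; % of control where 0% means no effect; nearly all actives have a fitted effect of over 45% in size; temperature-sensitive fusion mutants such as fzo1-1 at 37 °C on non-fermentable ethanol glycerol medium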
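Yeast fusion mutant, YPEG (non-fermentable carbon), compound, 48 h at 37C non-permissive; CellTiterGlo added, 10 min RT, luminescence read. Rescued growth = division inhibition.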
Gal4-VP16 FLuc: Gal4-VP16 reporter inhibition counter-screen | 310,000 tested, 3.5% active | Drosophila S2 Gal4-VP16 UAS-luciferase, luminescence, 20 h | Potency, µM (titrated, usually from 53.6 µM), for inactives: top-dose activity, negative = inhibition, hits mostly inhibitors;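 further: Gal4-VP16 expression switched on by copper sulfate through the metallothionein promoter; potency means the concentration at half of the fitted maximal effect; on the % scale 0 is the no-effect control and ±100 the full control effect; nearly all actives have a fitted effect of over 50% in size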
RORgamma inh: ROR gamma (mouse) transcription inhibition; P51450; Drosophila S2 Gal4-RORgamma UAS-luciferase reporter, 20 h; Potency, µM (top dose mostly 53.6 µM), inactives show at the top dose activity change, negative = inhibition, most hits filed as inhibitors; 310,000 tested, 5.4% active; AID 2551; further: potency means the concentration at half of the fitted maximal effect; on the % scale 0 is the no-effect control and ±100 the full control effect; nearly all actives have a fitted effect of over 60% in size
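Read-out: Photinus luciferase luminescence; inhibitors lower reporter signal. Insect Schneider cells with Gal4-ROR gamma fusion under metallothionein promoter, UAS reporter; 700 uM final copper sulfate induction, 20 hr, ambient temperature.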
FLuc modulator: counter-screen for miR-21 project: firefly luciferase inhibitors or activators; P08659; purified FLuc, Km substrates, luminescence inhibition; Potency, µM (doses to about 57.5 µM), for inactives: at the top dose activity change, negative = inhibition, actives largely listed as inhibitors; 360,000 tested, 6.9% active; AID 588342;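 further: potency means the concentration at half of the fitted maximal effect; plate controls were vehicle for no effect and reference inhibitor for full effect; nearly all actives have a fitted effect of over 55% in size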
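Biochemical qHTS of compounds, final roughly 60 µM downward over six points, against 10 nM purified firefly luciferase using Km concentrations of substrates (10 uM D-luciferin, 10 uM ATP) in Tris acetate pH 7.5 buffer; luminescence output.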
PKM2 act: PKM2 (human) enzyme activation | P14618 | purified PKM2, Kinase-Glo ATP luminescence, activation; response scale: 0% is enzyme alone, no compound | Potency, µM (series often up to 57.5 µM), for inactives: at the top dose activation, most hits filed as activators | 260,000 tested, 0.34% active; further: potency means the concentration at half of the fitted maximal effect; on the % scale 0 is the no-effect control and ±100 the full control effect; nearly all actives have a fitted effect of over 55% in size
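Purified hPK-M2 (>95%) run at intermediate activity with 0.1 mM ADP and 0.5 mM PEP in 50 mM imidazole pH 7.2, KCl, MgCl2; 1 h room temperature. ATP formed read by Kinase-Glo luminescence; normalized to uninhibited and no-enzyme controls.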
Rab9 prom act: Rab9 promoter activation. AID 485297. 320,000 tested, 2.8% active. Huh7 Rab9 promoter-luciferase reporter, luminescence, 24 h. Potency, µM (titrated, usually from 9.22 µM), for the others: at the highest dose activation, negative = inhibition, actives largely listed as activators; further: potency means the concentration at half of the fitted maximal effect; % of control where 0% means no effect; nearly all actives have a fitted effect of over 60% in size
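Promoter activation is measured as luciferase luminescence in Huh7 cells stably transfected with a Rab9 promoter–luciferase construct, following 24 h compound exposure at 37 °C and 10 min reagent incubation at ambient temperature.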
ELG1 repair inh: ELG1-dependent DNA repair inhibition. HEK293T ELG1-luciferase reporter, luminescence, 16 h; DNA damage induced by 5-fluorouridine. Potency, µM (titrated, usually from 46.1 µM), without a hit: top-dose activity change, negative = inhibition, most hits filed as inhibitors. AID 504467. 330,000 tested, 2.3% active; further: potency means the concentration at half of the fitted maximal effect; on the % scale 0 is the no-effect control and ±100 the full control effect; nearly all actives have a fitted effect of over 55% in size
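Overnight (16 hr) co-exposure of 2,000 cells/well to 5-fluorouridine and compound at 37 °C preceded detection. Luciferase was quantified via ONE-Glo luminescence; loss of signal denotes inhibition.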
The depositor's hits bear a star; ? = inconclusive; / = not tested or not shown; [ ] = dose if it differs, or a comment. Unless noted, the call rests on the fitted dose curve; in most records, active means well fitted curve in the direction sought with a large enough effect; inconclusive means small, poorly fitted or top-dose-only effect, or another doubt; inactive means no such curve, though single readings can be large; an effect the other way counts as inactive or inconclusive. A portion of the library, so the mix of outcomes need not match the whole.

SMILES	NPC1 prom act	MBNL1-CUG inh	Menin-MLL TR inh	KCNH2 3.1 block	Mito fusion act	Gal4-VP16 FLuc	RORgamma inh	FLuc modulator	PKM2 act	Rab9 prom act	ELG1 repair inh
COc1ccc(NC(=O)N2CCCC(c3nc(-c4ccc(OC)cc4)no3)C2)cc1 (stereo not given)	11%	-3%	15%	/	7%	9%	?	?	4%	23%	-14%
COc1cc(OC)c(NC(=O)c2cccc(F)c2)cc1Cl	1%	-18%	8%	-2	1%	1%	31%	-15%	-2%	2%	21%
Cc1cc(C)c(C(=O)Cn2cnc3cc([N+](=O)[O-])ccc3c2=O)cc1C	-12%	18%	?	-4	-2%	?	2%	0%	0%	1%	-17%
N#Cc1cc2c(ccc3ccccc32)oc1=O	3%	21%	8%	33	-4%	7%	-1%	-3%	0%	-8%	-6%
COc1cc(Cl)ccc1OCc1cc(C(=O)N(C)CC2CCCCO2)no1 (stereo not given)	3.5µM*	1%	-18%	-12	20%	-3%	-2%	19µM*	0%	4µM*	?
COc1cccc(CN(C)Cc2cc(=O)oc3cc(O)c(Cl)cc23)c1	3%	18%	?	6	?	-3%	-25%	0%	/	0%	-20%
C=CCn1c(COc2ccccc2F)nnc1SCC(=O)Nc1cc2oc3ccccc3c2cc1OC	1%	1%	?	-7	-1%	-3%	?	1%	3%	-1%	-19%
COC(=O)c1ccc2[nH]cc(CCO)c2c1	2%	2%	-2%	17	2%	-1%	-20%	0%	-3%	-2%	-1%
O=C(CSc1nnc(-c2ccco2)o1)NC(=O)Cc1ccccc1	-4%	1%	19%	12	-3%	-2%	-3%	1%	6%	-5%	0%
CCc1ccc(NC(=O)N(CCCN2CCOCC2)C(C)c2cc3cccc(OC)c3o2)cc1 (stereo not given)	2%	-7%	?	-9	-6%	-8%	19%	-1%	3%	0%	-10%
OCc1nc2nc(Cl)c(Cl)nc2[nH]1	3%	-5%	2%	2	6%	-8%	8%	8%	25%	0%	0%
Cc1ccc2[nH]c(=O)c3cc(C(=O)N(C)c4ccccc4C)sc3c2c1	-2%	5%	/	2	-10%	-6%	-24%	5%	-1%	-4%	?
CNc1ncnc2sc(-c3ccccc3)cc12	2%	?	?	-8	-2%	4%	-8%	?	0%	4%	13%
CCOC(=O)c1nn(-c2ccc(OCC)cc2)c2nc(-c3ccco3)c(C#N)c(=O)n12	-2%	-5%	0%	2	-4%	-17%	?	3%	3%	0%	9%
NNC(=O)C(=O)NCCCN1CCOCC1	2%	/	0%	1	1%	1%	20%	1%	2%	11%	-10%
CCCNc1c(NC(=O)C2CCC(C)CC2)c(=O)oc2ccccc12 (stereo not given)	-1%	0%	/	0	-7%	-11%	-4%	-2%	/	-6%	-4%
Cc1cccc(NC(=O)c2ccc(C3SCC(=O)N3CCc3ccccc3)cc2)c1C (stereo not given)	2%	-6%	-13%	-19	11%	-5%	30%	6%	-27%	-8%	?
O=C(NCc1ccc(Cl)cc1)N1CCOCC1	0%	-7%	15%	-4	1%	-8%	-12%	-1%	-5%	0%	-4%
O=C(c1ccc(OC2CCN(CCc3ccccc3)CC2)cc1)N1CCCC(CO)C1 (stereo not given)	1%	-5%	1%	?	-5%	-1%	-11%	-1%	-9%	10%	17%
O=[N+]([O-])c1cc(/C=N/N/C(=N/c2ccccn2)c2ccccn2)ccc1O	-9%	?	2%	4	-2%	4.5µM*	1.4µM*	?	?	-13%	?
COCCCNC(=S)NCCNc1nc2cc(C)cc(C)c2cc1C#N	-6%	11%	-10%	2	-2%	?	8.9µM*	-1%	-32%	-6%	-16%
Cn1cnnc1SCC(=O)NCc1ccccc1	0%	-6%	3%	7	4%	-3%	-19%	-4%	-7%	2%	17%
CCN(CC(=O)NCc1ccc(Cl)cc1)C(=O)COc1ccc(Cl)cc1Br	-4%	/	/	-14	20%	/	/	1%	/	-1%	0%
COc1ccc(NC(=O)CSc2nc3ccccc3nc2N2CCCC2)cc1	-7%	21%	13%	0	-12%	1%	-10%	-1%	0%	-3%	?
S=c1[nH]nc(COc2ccccc2)n1/N=C/C(Cl)=C/c1ccccc1	2%	0%	57%[activator]	4	-7%	?	7.9µM*	-2%	1%	-4%	-23%
ClCCCc1cn(C[C@H]2CC[C@@H]([C@@H]3CC[C@H](Cn4cc(CCCCl)nn4)O3)O2)nn1	1%	-4%	-2%	15	-1%	-3%	4%	4%	1%	-1%	-13%
O=C(CCc1ccccc1)NNc1cc(N2CCCCC2)nc(N2CCCCC2)n1	-6%	9%	-19%	-12	-10%	-4%	9%	1%	-3%	-4%	-10%
COc1ccccc1CCNC(=O)Cn1c(=O)oc2ccccc21	-7%	?	/	15	0%	-1%	-1%	15µM*	11%	4%	1%
O=C(CCN1C(=O)C2C3CCC(C3)C2C1=O)Nc1ccc([N+](=O)[O-])cc1 (stereo not given)	-3%	?	-5%	-2	11%	-11%	?	-2%	0%	10%	-17%
COc1ccc(CNC(=O)[C@H](Cc2c[nH]c3ccccc23)NC(C)=O)cc1OC	0%	-2%	-20%	-15	0%	-12%	-15%	1%	0%	0%	19%
COc1ccc(NC(=O)CS(=O)c2ccc(F)cc2)cc1 (stereo not given)	-5%	-5%	/	5	2%	16%	35%	0%	-6%	5%	20%
Cc1ccccc1OC(C)C(=O)NCc1cccnc1 (stereo not given)	1%	-11%	3%	12	-2%	-10%	-2%	0%	-2%	-2%	17%
CCOc1ccc(CSC2=NCCN2)cc1[N+](=O)[O-]	10%	20%	2%	-91*	-6%	-7%	-29%	-1%	3%	-1%	-7%
O=C(CNc1ccccc1)N/N=C/c1cc([N+](=O)[O-])ccc1N1CCCC1	-2%	?	?	1	-1%	-3%	?	-1%	-3%	-3%	?
Cc1ccc(CSCCC(=O)NCCc2ccc(Cl)cc2)cc1	-4%	2%	-2%	-2	4%	-6%	-1%	1%	9%	-2%	0%
COC(=O)C(C(=O)Nc1cc(C)on1)C1CCCCCC1 (stereo not given)	0%	-1%	-6%	-6	-2%	20%	-43%	3%[2.3 µM]	7%	0%	-15%
Clc1ccc(CN2CCN(/N=C/c3ccco3)CC2)cc1	-2%	15%	-1%	-13	-1%	7%	1%	3%	-2%	-6%	4%
COC(=O)CN1C(=O)COc2ccc(S(=O)(=O)NCc3ccc(Cl)cc3)cc21	1%	-5%	32%[activator]	1	6%	-14%	-6%	2%	/	-3%	19%
Clc1ccc(Cc2ccc(Cl)nn2)c(Cl)c1	-3%	0%	-2%	2	-3%	0%	12%	-1%	0%	-4%	9%
O=C(CCCc1cccs1)Nc1ccc2c(c1)OCO2	2.2µM*	-6%	11%	3	0%	-12%	-24%	11µM*	2%	2.8µM*	?
COc1ccc(C(=O)c2c[nH]c(C(=O)N=CN(C)C)c2)cc1	28%	-1%	0%	-10	0%	11%	21%	-17%	7%	26%	-6%
O=C(Nc1ccc(N2CCCC2=O)cc1)c1cncc(Br)c1	?	-3%	/	-23	0%	15%	-16%	-9%	-15%	11%	-13%
CC1CCCN(C(=O)c2ccc(Br)c(S(=O)(=O)N3CCOCC3)c2)C1 (stereo not given)	-1%	/	/	10	2%	/	/	-1%	/	0%	18%
Cc1ccc(OCCN2C(=O)c3ccccc3C2=O)cc1	12%	8%	0%	1	8%	?	13%	?	0%	22%	?
COc1ccc(NC(=O)[C@H](COCc2ccccc2)NC(=O)OC(C)(C)C)cc1	-1%	7%	?	12	4%	1%	42%	3%	-4%	/	10%
CC(Sc1nncs1)C(=O)Nc1ccc2c(c1)OCCO2 (stereo not given)	?	/	/	0	1%	/	/	?	/	24%	?
COc1ccc(CN2CCC(=O)N([C@H](CO)CC(C)C)CC2)cc1OC	-4%	-4%	-6%	-7	-2%	4%	13%	1%	2%	2%	17%
Cc1nc2ccc(S(=O)(=O)N(C)CC(=O)N3CCc4ccccc43)cc2s1	-5%	-15%	-11%	-4	5%	-3%	2%	3%	4%	17%	3%
